Screening results deposited in PubChem BioAssay by National Center for Advancing Translational Sciences (NCATS).
a7 integrin act: activators of alpha7 integrin expression for muscular dystrophy; alpha7betagal myoblasts, beta-gal FDG fluorescence, 48 h; Potency, µM (highest dose often 38.3 µM), for the others: at the top dose activation, most hits filed as activators; 350,000 tested, 0.064% active; active = well fitted activation curve with a large enough effect; inconclusive = small, poorly fitted or top-dose-only effect; inactive = no such curve, though single readings can be large or run the other way;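 also: 100% = response of the positive control SU9516; nearly all actives have a fitted effect of over 60% in size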
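Alpha7betagal+/- myoblasts (passage 13) were plated 16-24 hr, then exposed to compounds (1:260 dilution of DMSO stock) for 48 hours at 37C. After MPER lysis, β-galactosidase reporter activity was read as FDG fluorescence (ex 480/em 540) after 30 minutes.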
Starred values were filed as active, the others as inactive; u = inconclusive; [ ] = remark or other dose. Potency is read from the fitted curve at half-maximal effect.

Structure	a7 integrin act
COc1ccc(COC[B-](F)(F)F)cc1	0.5%
CCc1nc(CN2CCCC(C(=O)Nc3ccc(-c4cccc(OC)c4)cc3)C2)c(C)[nH]1 (centres undefined)	-37.6%
O=C1c2ccccc2-c2cc(Br)ccc2NC1O (centres undefined)	23.7%
Cn1c2nc(=O)n(-c3ccccc3)c(=O)c-2nc2c1CCCC2	-6.7%
COc1ccc(CCn2c(C)cc(C(=O)COC(=O)c3ccc(O)cc3O)c2C)cc1	-4.9%
Cc1ccc([C@H]2N[C@]3(CCCN(Cc4ccco4)C3=O)[C@H]3C(=O)N(C)C(=O)[C@@H]23)cc1	19.9%
COc1ccc(C(C#N)=Cc2ccc(N(C)CCC#N)cc2)cc1	1.9%
O=S1(=O)C[C@@H](N2CCN(c3ccccn3)CC2)[C@H](COCc2ccccc2)N1	13.0%
COc1cccc(CNS(=O)(=O)c2cc(Br)ccc2Br)c1	-2.2%
O=C(CNC(=O)N1CC(=O)Nc2ccccc21)NCc1ccc(F)cc1	23.5%
CCOC(=O)CCCCCC(=O)Nc1ccc2c(c1)C(=O)N([C@@H](C)CO)C[C@H](C)[C@H](CN(C)C(=O)Nc1ccc(C(F)(F)F)cc1)OCCCC[C@H](C)O2	-21.6%
CC(C)c1ccc(NC2CCCN(C(=O)CN3CCCCC3=O)C2)cc1 (centres undefined)	-8.7%
C[C@@H]1CN([C@@H](C)CO)S(=O)(=O)c2ccc(Br)cc2O[C@@H]1CN(C)C(=O)c1ccc(F)cc1	-2.3%
Cc1ccsc1C(=O)OCC(=O)Nc1cccc(S(=O)(=O)N2CCCCC2)c1	-6.8%
COc1ccc(N2C[C@H](Cc3ccccc3)[C@@H](CC(=O)Nc3ccccc3)C2=O)cc1	0.3%

Remaining list, next part.
Structure	a7 integrin act
CCC(C)[C@H](NC(=O)[C@@H]1Cc2ccccc2CN1)C(=O)NCc1ccc(C)cc1 (some centres undefined)	1.9%
CC(C)N1CC(C(=O)Nc2ccc(Cl)cc2Cl)CC1=O (centres undefined)	9.2%
COc1ccc2nc(N3C(=O)C(O)=C(C(=O)c4ccco4)C3c3ccc(OC)c(OC)c3)sc2c1 (centres undefined)	0.0%
COC(=O)c1ccc(CNC(=O)COC(=O)/C=C/c2cccc(OC)c2)cc1	5.0%
COc1ccc([C@H]2N[C@]3(CCCN(Cc4cccn4C)C3=O)[C@H]3C(=O)N(C)C(=O)[C@@H]23)cc1	-6.6%
CC1(C)CC(=O)C=C(c2ccc(COC(=O)c3cc(F)cc(F)c3)cc2)C1=O	12.2%
CN(C(=O)COC(=O)c1cccs1)c1ccccc1	9.8%
CCOC(=O)c1c(C)[nH]c(C(=O)OC(C)C(=O)Nc2ccc(C)cc2)c1C (centres undefined)	8.1%
C[C@@H](CO)NC(=O)c1nc[nH]c1C(=O)N[C@H](C)c1ccccc1	1.0%
CCC(=O)c1ccc(OCC(=O)OCc2csc(CC(=O)Nc3ccccc3C)n2)cc1	10.0%
COCC1CCN(C(=O)c2ccc3oc(C(C)C)nc3c2)C1 (centres undefined)	-0.1%
Cc1ccc(S(=O)(=O)N(C)C[C@H]2Oc3cc(C#CC4CCCC4)ccc3S(=O)(=O)N([C@H](C)CO)C[C@H]2C)cc1	-34.8%
COc1ccc(C(=O)N/C(=C\c2cn(S(=O)(=O)N(C)C)c3ccccc23)C(=O)N2CCN(C)CC2)cc1OC	6.2%
CN(C)c1ccc(C(=N)Cc2ccc3ccccc3n2)cc1	14.8%
CCN(CC)CCNC(=O)c1ccc(NC(=O)c2ccc(-n3cncn3)c([N+](=O)[O-])c2)cc1	2.2%

Other results
Structure	a7 integrin act
C[C@@H]1CN([C@H](C)CO)C(=O)CCCn2cc(nn2)CO[C@H]1CN(C)C(=O)Nc1ccc(C(F)(F)F)cc1	-14.7%
C[C@@H]1CN([C@@H](C)CO)C(=O)CCCn2nncc2CO[C@@H]1CN(C)C(=O)Nc1ccc2c(c1)OCO2	3.5%
C[C@@H]1ON(C)[C@H]2C[C@H]3c4[nH]c5ccccc5c4CCN3C(=O)[C@@H]12	6.5%
CCN1C(=O)[C@H]2[C@@H](c3ccc(C)cc3)N[C@]3(CCCN(Cc4ccc(C)cc4)C3=O)[C@H]2C1=O	9.9%
O[C@H]1CN(Cc2cccs2)[C@@H](c2ccc(Cl)cc2)C[C@@H]1n1cc(C2CC2)nn1	13.3%
Cc1cccc(C)c1NC(=O)CN1CCN(C(=O)CNC(=O)Cc2cccc3ccccc23)CC1	10.2%
C[C@@H]1CN([C@H](C)CO)S(=O)(=O)c2ccc(Br)cc2O[C@H]1CN(C)C(=O)Nc1cccc(F)c1	9.7%
CC(=O)Nc1ccc(S(=O)(=O)NCCc2ccc3c(c2)OCCO3)cc1	-2.6%
COc1ccc(NC(=O)COC(=O)c2c(C)noc2C)cc1Cl	-2.9%
CC(C)NC(=O)N(C)C[C@@H]1OCc2cnnn2CCCC(=O)N([C@H](C)CO)C[C@@H]1C	16.0%
O=C(OCc1ccccc1)N1CCC2CC1c1cc(-c3cc4ccccc4o3)ccc12 (centres undefined)	-2.4%
COc1ccc(S(=O)(=O)N2CCOC2CNC(=O)C(=O)NCCCN2CCCC2=O)cc1OC (centres undefined)	5.4%
O=C(Nc1cccc2c1[nH]c(=O)c1ccccc12)C(F)(F)F	4.0%
COc1ccc([C@H]2C[C@H](O)[C@@H](n3cc(COC(=O)c4ccccc4)nn3)CN2CC2CCCCC2)cc1	-64.0%[inhibitor]
CN(CC(=O)Nc1ccc(F)c(F)c1F)C(=O)CCN1C(=O)C2CC=CCC2C1=O (centres undefined)	-17.1%

Structural class, the entries above with bromine (4)
Structure	a7 integrin act
O=C1c2ccccc2-c2cc(Br)ccc2NC1O (centres undefined)	23.7%
COc1cccc(CNS(=O)(=O)c2cc(Br)ccc2Br)c1	-2.2%
C[C@@H]1CN([C@@H](C)CO)S(=O)(=O)c2ccc(Br)cc2O[C@@H]1CN(C)C(=O)c1ccc(F)cc1	-2.3%
C[C@@H]1CN([C@H](C)CO)S(=O)(=O)c2ccc(Br)cc2O[C@H]1CN(C)C(=O)Nc1cccc(F)c1	9.7%

Other results
Structure	a7 integrin act
C[C@@H]1CCCCO[C@H](CN(C)C(=O)Nc2ccc3c(c2)OCO3)[C@H](C)CN([C@@H](C)CO)C(=O)c2cc(NS(=O)(=O)c3ccc(Cl)cc3)ccc2O1	-22.3%
O=C(Nc1ccccc1)Nc1ncc(C(F)(F)F)cc1Cl	0.1%
O=C(CSC1=NCCS1)N1N=C(c2cccs2)CC1c1ccc(F)cc1 (centres undefined)	-3.3%
Cc1ccc([C@H]2C[C@H](n3cc(-c4ccc(F)cc4)nn3)[C@@H](O)CN2C(=O)c2cccs2)cc1	1.0%
C[C@@H]1CCCCO[C@H](CN(C)S(=O)(=O)c2ccc(F)cc2)[C@@H](C)CN([C@H](C)CO)C(=O)c2cc(NC(=O)Nc3ccc(C(F)(F)F)cc3)ccc2O1	-5.7%
CCN(CC)C(=O)C1=C(C)N(CCC2=CCCCC2)C(=O)C(CC(=O)NCc2ccco2)C1 (centres undefined)	-14.4%
C[C@H]1CN([C@@H](C)CO)C(=O)c2cc(Br)cnc2O[C@@H]1CN(C)C(=O)c1ccncc1	0.9%
Cc1cc(C)c2c(=O)n3c(nc2c1)C(Cc1ccc(O)cc1)NC(=O)c1cccnc1-3 (centres undefined)	-2.8%
COc1cccc(NC(=O)N(C)C[C@@H]2OCc3cnnn3CCCC(=O)N([C@H](C)CO)C[C@@H]2C)c1	17.8%
Cc1ccc(NS(=O)(=O)c2ccc(-n3cccn3)cc2)c(Br)c1	12.7%
CC(=O)c1cccc(NC(=O)c2cc(S(=O)(=O)N3CCCCC3)ccc2N2CCOCC2)c1	15.2%
CCOCCCNC(=O)c1ccc(CN2CCc3ccccc3C2)cc1	-14.7%
Cc1ccc(S(=O)(=O)N2CCOCC2)cc1NC(=O)CN(C)CC(=O)Nc1cccc(F)c1	26.7%
O=C(CC1CCCC1)N1CCN(S(=O)(=O)c2cccc(Br)c2)CC1	-4.7%
Cc1ccccc1Oc1ccc2c(c1)[C@@H]1C[C@H](N(C)C(=O)c3ccco3)[C@H]([C@H](C)O)C(=O)N1CC2	6.7%

Next section
Structure	a7 integrin act
CN1C(=O)c2ccccc2Cc2c(NCc3ccccc3)ncnc21	-2.0%
O=S(=O)(NN=C1CCCCCCC1)c1ccccc1	14.9%
COCCn1c(SCC(=O)Nc2cc(C)on2)nc2c([nH]c3ccccc32)c1=O	-4.8%
C[C@@H]1CCCCO[C@@H](CN(C)Cc2ccc3c(c2)OCO3)[C@@H](C)CN([C@H](C)CO)C(=O)c2cc(N(C)C)ccc2O1	15.0%
Cc1ccc(C)c(NC(=O)CN2C(=O)C3CC=CCC3C2=O)c1 (centres undefined)	5.3%
CNC(=O)C[C@H]1C(=O)N(c2ccc(OC)cc2)C[C@@H]1Cc1ccccc1	25.2%
C[C@H](CO)N1C[C@H](C)[C@@H](CN(C)Cc2cccc(C(=O)O)c2)Oc2cc(Br)ccc2S1(=O)=O	7.3%
ClCCn1c(CCl)nc2ccc(Cl)cc21	-4.9%
COc1cccc(-c2nc(CN3CCN(C(=O)c4ccco4)CC3)c(C)o2)c1OC	1.7%
CCCCCCNC(=O)O[C@H]1C[C@H](C(=O)OC)[C@H](C(=O)OC)C2CN(S(=O)(=O)c3ccc(C)cc3)C[C@@]21O (some centres undefined)	-6.9%
COc1ccccc1S(=O)(=O)N(C)C[C@H]1Oc2cc(C#CCC3CCCC3)ccc2S(=O)(=O)N([C@H](C)CO)C[C@H]1C	-54.1%[inhibitor]
CC1C(=O)N(Cc2cn(Cc3ccco3)nn2)CCS(=O)(=O)N1Cc1ccc(-c2cccc(N(C)C)c2)cc1 (centres undefined)	24.9%
Cc1cccc(OCCNc2ncccc2[N+](=O)[O-])c1	-6.6%
CCN1C(=O)[C@H]2[C@@H](c3ccc(C)cc3)N[C@]3(CCCN(Cc4ccc(Cl)cc4)C3=O)[C@H]2C1=O	21.5%
CCOC(=O)N(C)C[C@@H]1OCc2ccccc2-c2c(n(C)c3ccccc23)C(=O)N([C@H](C)CO)C[C@H]1C	-5.4%

Further records.
Structure	a7 integrin act
O=C(O)c1ccccc1-c1ccccc1C(=O)Nc1ccc2c(c1)oc(=O)c1ccccc12	1.8%
O=C(CNc1cc(S(=O)(=O)N2CCOCC2)ccc1N1CCCC1)Nc1ccc(Cl)cc1F	10.9%
C[C@@H]1CNC(=O)c2c(C(=O)Nc3cccc(Cl)c3)ncn21	8.5%
CCc1cc(-c2cnnn2Cc2ccc3ccccc3c2)ccc1-c1cn(CC(C)C)nn1	-0.1%
C[C@@H]1CN([C@@H](C)CO)C(=O)CCCn2nncc2CO[C@H]1CN(C)C(=O)Nc1ccc(F)cc1	1.0%
C=CCOc1cccc(C2C(C(=O)c3ccc(C)o3)=C(O)C(=O)N2CCN2CCOCC2)c1 (centres undefined)	-21.9%
CN(CCCn1ccc(N)nc1=O)Cc1ccco1	0.1%
COc1ccccc1-c1nnc(NC(=O)CCS(=O)(=O)c2ccc(F)cc2)o1	-53.4%[inhibitor]
COc1cc(/C=C/c2nc3ccccc3c(=O)[nH]2)ccc1O	-25.7%
C[C@H](CO)NC(=O)c1nc[nH]c1C(=O)N[C@@H](C)c1ccccc1	10.6%
CCC/C=C/c1ccc(CN2C(CC(C)C)C(=O)N(Cc3cn(Cc4ccco4)nn3)CCS2(=O)=O)cc1 (centres undefined)	-42.5%
Cc1cc(C)n(-c2ccc(C(=O)N3CCN(S(=O)(=O)c4ccc(OC(F)(F)F)cc4)CC3)cc2)n1	-9.2%
CC(C)CNC(=S)N1CCC(C(=O)c2ccc(Cl)cc2)CC1	-22.0%
CN(C)S(=O)(=O)n1cc(/C=C(\NC(=O)c2ccccc2)C(=O)N2CCCCC2)c2ccccc21	-13.7%
CC(=O)Nc1ccc(C(=O)OCC(=O)NC(=O)NCc2ccccc2)cc1	8.0%

(listing goes on)
Structure	a7 integrin act
NNc1cc2c(nn1)CCN(C(=O)c1ccccc1)C2	-35.7%
COC(=O)C[C@@H]1C[C@@H]2c3cc(NC(=O)Cc4ccncc4)ccc3O[C@@H]2[C@@H](CO)O1	-11.7%
O=C(O)CSC1CC(=O)N(c2ccc(F)cc2)C1=O (centres undefined)	10.7%
NC(=O)N1CCN(CCCN2c3ccccc3Sc3cc(Cl)ccc32)CC1	-20.9%
Cc1ccc([N+](=O)[O-])c(NC(=O)COC(=O)CCNS(=O)(=O)c2cccs2)c1C	-11.3%
CC1=C(C(=O)N2CCOCC2)CC(CC(=O)NCCCN(C)C)C(=O)N1CCC1=CCCCC1 (centres undefined)	1.9%
Cc1cccc(S(=O)(=O)N(C)C[C@H]2OCc3cn(nn3)CCCC(=O)N([C@@H](C)CO)C[C@@H]2C)c1	7.7%
Cc1nn(CC(=O)Nc2cccc(O)c2)c(=O)c2ccccc12	4.2%
CN(C)C(=S)Oc1ccccc1C1(C)OCCO1	7.9%
CC(C)CC1C(=O)N(Cc2cn(CCC3OCCCO3)nn2)CCS(=O)(=O)N1Cc1ccc(-c2ccc(Cl)cc2)cc1 (centres undefined)	-11.6%
CCOC(=O)c1ccc(NC(=O)c2ncn3c2C(=O)NC[C@H]3C)cc1	u

Fetched by compound from the list above, two records:
Structure	a7 integrin act
Cc1nn(CC(=O)Nc2cccc(O)c2)c(=O)c2ccccc12	4.2%
CC(C)CC1C(=O)N(Cc2cn(CCC3OCCCO3)nn2)CCS(=O)(=O)N1Cc1ccc(-c2ccc(Cl)cc2)cc1 (centres undefined)	-11.6%

Only part of the results is shown; count on the stated rates, not on these rows.
